D2 ag: agonists of human D2 dopamine receptor; P14416; HEK293 T-REx D2 cells, calcium flux agonist mode; activation, % at 2 µM; 340,000 compounds, 0.53% hits; AID 485358;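 active = activation over 3 SD above normal in the single-dose calcium agonist read, cut at about 30% in these data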; note: 0% is about no effect
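Tetracycline-induced HEK293 T-REx cells with force-coupled D2 receptor, plated overnight at 30 C, loaded with no-wash calcium dye. After a 10 s baseline, compound was pin-added and calcium flux read kinetically for 180 s; calcium rises flagged agonists.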
PI4K2A inh: blocks human PI4K2A kinase activity | Q9BTU6 | purified PI4K2A, ADP-Glo luminescence, 1 h; stronger effect = lower value | activity change, negative = inhibition, % at 76.9 µM | 420,000 compounds, 0.13% hits | AID 1346378; in the data active = activity change below about -50%; inconclusive = mostly about -30% to -49%;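 note: -100% = wells without enzyme as full effect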
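PI4K2A activity was measured by ADP-Glo luminescence: enzyme (4 ug/mL stock) and phosphatidylinositol (1.2 mM stock) in Tris pH 7.5/MgCl2/EGTA/Triton X-100 buffer were reacted with ATP (300 microM stock) for one hour at ambient temperature.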
rTrxR1 inhibitor: blocks rat thioredoxin reductase 1; O89049; 390,000 compounds, 1% hits; recombinant rTrxR1, NADPH fluorescence consumption, selenite substrate; Potency, µM (top dose mostly 114 µM), inactives show at the top dose activity change, negative = inhibition, most hits filed as inhibitors; AID 588453; note: potency is the fitted concentration of half-maximal effect; % is set by controls: 0 for no effect and ±100 for the full control effect; nearly all actives have a fitted effect of over 65% in size
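Rat TrxR1 (90 nM in the dispensed reagent) was pre-reduced with 400 uM NADPH for 5 min at room temperature, then incubated with compound for 15 min. After 400 uM selenite was added, NADPH fluorescence (Ex 340/Em 450 nm) was followed for 8 min.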
TrxR1 substrate: is turned over as a substrate by rat TrxR1 | Potency, µM (doses to about 114 µM), inactives show at the highest dose activity change, negative = substrate turnover | purified TrxR1 substrate turnover, NADPH consumption readout | 390,000 compounds, 0.01% hits; note: potency is the fitted concentration of half-maximal effect; % is set by controls: 0 for no effect and ±100 for the full control effect; nearly all actives have a fitted effect of over 50% in size
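Rat TrxR1, dispensed at 90 nM, was prereduced with 400 uM NADPH (final) for 5 min at ~22 deg C, then incubated with compound 15 min before 400 uM selenite. A first-read NADPH fluorescence drop versus no-compound background flagged substrates.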
IDH1 R132H inh: inhibitors of human mutant IDH1 R132H. IDH1-R132H enzyme, NADPH consumption, diaphorase/resazurin fluorescence. Potency, µM (doses to about 76.6 µM), without a hit: top-dose activity change, negative = inhibition, usual class: inhibitors. 390,000 compounds, 0.093% hits. AID 602179; note: potency is the fitted concentration of half-maximal effect; % is set by controls: 0 for no effect and ±100 for the full control effect; nearly all actives have a fitted effect of over 65% in size
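IDH1-R132H (0.5 ug/mL dispensed) in pH 7.5 Tris buffer was preincubated 30 min with compound, then given a substrate mix of 0.016 mM NADPH and 2 mM alpha-KG for 80 min at room temperature; remaining NADPH was read by diaphorase/resazurin fluorescence.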
TRHR agonist: activates the human TRH receptor; P34981; TRHR cells, calcium flux fluo-8, FDSS agonist mode; activation, % at 2 µM; 360,000 compounds, 0.18% hits; in the data active = activation above about 30%; note: 0% is about no effect
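In this calcium-flux screen, cells bearing human TRHR are dye-loaded with fluo-8, baselined for 10 cycles, then exposed to library compounds; positive kinetic calcium responses during the agonist phase mark hits, with TRH as control.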
USP1-UAF1 inh: blocks the human USP1/UAF1 deubiquitinase complex; O94782; recombinant USP1/UAF1, Ub-Rhodamine cleavage fluorescence; 390,000 compounds, 0.23% hits; Potency, µM (doses to about 57.1 µM), without a hit: at the highest dose activity change, negative = inhibition, usual class: inhibitors; note: potency is the fitted concentration of half-maximal effect; % is set by controls: 0 for no effect and ±100 for the full control effect; nearly all actives have a fitted effect of over 60% in size; inactives centre near -12
Target sequence (O94782 whole entry, looked up): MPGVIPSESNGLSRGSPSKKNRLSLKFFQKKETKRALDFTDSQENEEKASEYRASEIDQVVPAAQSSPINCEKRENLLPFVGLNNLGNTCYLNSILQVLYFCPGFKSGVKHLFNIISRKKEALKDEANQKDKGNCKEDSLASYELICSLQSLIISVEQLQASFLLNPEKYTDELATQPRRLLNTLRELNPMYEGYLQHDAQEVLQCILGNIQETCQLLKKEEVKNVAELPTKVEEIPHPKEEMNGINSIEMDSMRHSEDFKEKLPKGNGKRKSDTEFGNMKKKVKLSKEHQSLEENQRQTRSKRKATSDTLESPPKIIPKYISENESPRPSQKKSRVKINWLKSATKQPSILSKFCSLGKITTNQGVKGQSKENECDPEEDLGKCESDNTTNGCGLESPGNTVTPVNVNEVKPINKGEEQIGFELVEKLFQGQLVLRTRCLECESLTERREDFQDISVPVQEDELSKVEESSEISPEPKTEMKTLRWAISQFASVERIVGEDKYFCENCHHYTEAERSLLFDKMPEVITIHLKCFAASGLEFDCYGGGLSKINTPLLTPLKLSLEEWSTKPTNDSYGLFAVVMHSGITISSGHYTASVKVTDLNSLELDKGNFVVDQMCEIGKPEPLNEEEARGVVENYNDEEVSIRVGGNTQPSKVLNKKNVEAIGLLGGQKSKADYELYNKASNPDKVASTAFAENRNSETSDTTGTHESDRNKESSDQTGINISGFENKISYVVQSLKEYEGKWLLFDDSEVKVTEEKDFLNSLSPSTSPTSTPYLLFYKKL
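Step one: compound is pinned into 1nM USP1/UAF1 in HEPES pH 7.8 buffer with TCEP. Step two: 15 min room-temperature incubation. Step three: Ub-Rho (150nM final) starts cleavage, tracked by fluorescence over six one-minute reads.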
D2 antagonist: antagonizes the human D2 dopamine receptor. P14416. HEK293 TREx D2 cells, calcium flux, dopamine EC80. inhibition, % at 10 µM. 340,000 compounds, 2% hits. AID 485344; in the data active = inhibition above about 30%; note: 0% is about no effect
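Read-out: kinetic calcium fluorescence (1 cycle/s) in inducible HEK293 T-REx D2 cells after an EC80 dopamine addition that followed 180 s compound preincubation. Loss of the dopamine response indicates antagonism.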
TRHR PAM: allosterically enhances the human TRH receptor; P34981; TRHR cells, fluo-8 calcium fluorescence, EC20 TRH enhancement; enhancement, % at 2 µM; 360,000 compounds, 0.66% hits; in the data active = enhancement above about 30%; note: 0% is about no effect
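Enhancer read-out: after compound pinning and an initial kinetic agonist-mode read, an EC20 of TRH (10 nM final) was injected and fluo-8 calcium signal (Ex 480/Em 530) followed at 1 s/cycle for 100 cycles in TRHR-expressing cells.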
* hit, by the source's call; ? = inconclusive; . = not tested or not shown; [ ] = remark or other dose. Unless noted, calls come from the whole dose curve; as a rule, active = well fitted inhibition curve with a large enough effect; inconclusive = small, poorly fitted or top-dose-only effect; inactive = no such curve, though single readings can be large or run the other way.

SMILES	D2 ag	PI4K2A inh	rTrxR1 inhibitor	TrxR1 substrate	IDH1 R132H inh	TRHR agonist	USP1-UAF1 inh	D2 antagonist	TRHR PAM
Cc1ccc(Nc2nc(CSc3nnc(-c4cccnc4)n3-c3ccccc3F)cs2)cc1	-0.5	-5	35%[57.1 µM]	-6%[57.1 µM]	5%	-0.3	-12%	-8	-2
N#C/C(=C\c1c(Cl)cccc1Cl)c1nc2ccccc2[nH]1	-0.1	8	-12%	-3%	0%	1.1	-13%	9	-5
CC1CCCCC1NC(=O)CN1C(=O)NC(C)(c2ccc(OC(F)F)cc2)C1=O (centres undefined)	0.0	1	-6%	-10%	0%	0.2	5%	-2	-5
Cc1cccc(NC(=O)CSc2nc3[nH]ncc3c(=O)n2-c2ccccc2)c1	-4.0	.	.	.	.	-0.1	.	0	5
COc1ccc(/C=N/N=C2/NC(=O)C(CC(=O)O)S2)cc1OCc1ccc(Cl)cc1Cl (centres undefined)	-0.8	-10	-5%	-12%	-3%	-0.1	-15%	12	9
COc1ccc(NS(=O)(=O)c2ccc3c(c2)NC(=O)C(C)S3)cc1 (centres undefined)	0.6	0	-1%	-3%	-5%	2.3	-15%	5	1
CN1CCN(S(=O)(=O)c2ccc(Cl)c(C(F)(F)F)c2)CC1	.	-1	13%[11.4 µM]	12%[11.4 µM]	0%	.	-19%	.	.
CCc1ccccc1N(C(=O)c1ccco1)C(C(=O)NC1CCCC1)c1cccnc1 (centres undefined)	0.0	-10	0%	9%	4%	-1.3	-4%	1	11
O=C(NCc1n[nH]c(=S)n1-c1ccccc1)c1ccc(S(=O)(=O)N2CCOCC2)cc1	0.4	1	-19%	-3%	2%	1.3	-1%	5	2
COC(=O)c1c(NC(=O)CCCOc2cccc(C)c2)sc2c1CCC(C)C2 (centres undefined)	-1.2	-4	1%	8%	18%	-1.1	-20%	.	4
CC(=O)N1CCN(S(=O)(=O)c2cccc(C(=O)NNC(=O)COc3c(C)cccc3C)c2)CC1	.	3	-1%[57.1 µM]	5%[57.1 µM]	6%	.	-3%	.	.
COc1ccc2c(C)nc(N/C(N)=N/S(=O)(=O)c3ccc(C)cc3)nc2c1	-2.0	2	19%	8%	-5%	-1.2	-10%	7	3
COc1cc(-c2nc(-c3ccc4c(c3)[nH]c(=O)n4C)no2)cc(OC)c1OC	0.9	-1	26%[57.1 µM]	7%[57.1 µM]	8%	0.2	?	.	-2
Cc1ccc(NC(=O)CCNS(=O)(=O)c2ccc(Br)cc2)cc1S(=O)(=O)N1CCOCC1	-1.2	0	15%	1%	2%	-0.5	-26%	4	-4
Cc1ccc(S(=O)(=O)N2CCNC(=O)C2)c(C)c1	0.3	-5	13%	2%	2%	0.2	0%	5	2
CCOC(=O)CNC(=O)Cn1cnc2c(nnn2-c2ccc(C)cc2)c1=O	0.0	5	?	7%	4%	0.0	-9%	-1	-2
COc1ccc(NC(=O)C2=CC(c3ccc(OC)c(OC)c3)=NS(=O)(=O)N2C)cc1	-0.4	0	1%[57.1 µM]	-10%[57.1 µM]	0%	-0.2	-24%	-15	0
O=C(c1ccccc1)C1OC1C(=O)c1ccccc1 (centres undefined)	.	4	-1%[2.29 µM]	12%[57.1 µM]	3%	.	-27%	.	.
O=C(CSc1nc(-c2ccccc2)cc(=O)[nH]1)Nc1ccc(F)c(F)c1	2.7	-3	19%	7%	16%	0.3	-26%	-7	7
Cc1ccc(NC(=S)N(N)CCO)cc1	-0.1	-2	15%	3%	-5%	-1.7	-18%	7	1
CN(C)S(=O)(=O)c1ccc(SCC(=O)N2CC(=O)Nc3ccccc32)nc1	0.1	-1	-15%	-10%	4%	0.3	-20%	-23	-5
CS(=O)(=O)N(Cc1ccccc1)c1ccccc1C(=O)O	-0.1	-13	-15%	-9%	2%	0.6	-10%	1	3
O=S(=O)(c1cccs1)N1CCC2(CC1)OCCN2S(=O)(=O)c1ccccc1	0.5	1	14%	-5%[57.1 µM]	-3%	0.0	-14%	12	0
C=CCNC(=O)c1ccccc1NS(=O)(=O)c1ccc(OC)c(C(=O)N2CCOCC2)c1	-0.4	-4	24%[57.1 µM]	3%[57.1 µM]	12%	0.2	?	-9	14
CSc1ccccc1-c1nnc(NC(=O)c2ccc3c(c2)OCCO3)o1	-0.2	4	21%[57.1 µM]	0%[57.1 µM]	-22%	-0.7	-17%	.	-1
COc1ccc(/C=C2\COc3ccccc3C2=O)c(OC)c1	0.7	0	11%	3%	6%	0.9	-30%	9	-5
O=C1CSC(=S)N1/N=C/c1ccc(O)c(O)c1O	0.0	-13	?	-4%	-1%	-0.5	?	-11	1
Cc1cc(C(=O)Nc2c(C)nn(Cc3ccc(Cl)cc3)c2C)no1	3.4	-2	15%	5%	2%	-0.4	-10%	9	3
O=C(Cc1csc(N2CCOCC2)n1)N/N=C/c1cccc(O)c1	-0.3	2	7%	4%	6%	0.2	-14%	-28	5
COc1cc(C2NC(=O)NC(C)=C2C(=O)OCc2ccccc2)ccc1O (centres undefined)	-1.5	-5	-7%	-7%	5%	0.4	-4%	6	3
O=S(=O)(NCCN1CCOCC1)c1ccc(Cl)s1	1.2	-2	14%	1%	-12%	0.3	-23%	-4	5
Nc1ccc2c(c1)C(=O)N(CCCCCC(=O)O)C2	0.5	-2	-12%	86%[activator]	2%	0.2	4%	11	-3
COc1ccc(-c2cnnc(N/N=C/c3ccc(O)c(OC)c3)n2)cc1	1.0	-9	4%[57.1 µM]	4%[57.1 µM]	4%	-0.7	-2%	-13	10
COc1cc(CN(CC2CCCO2)C(=O)c2ccco2)cc(OC)c1OC (centres undefined)	-1.4	-2	-8%	-3%	2%	-1.2	-11%	-35	3
COCCn1c(C)cc(O)c(C(c2ccccc2Cl)N2CCN(c3ccccc3)CC2)c1=O (centres undefined)	23	-1	?	1%[57.1 µM]	0%	0.3	-32%	.	-1
O=C(CNC(=O)Cc1cccc2ccccc12)NCc1ccccc1F	.	0	11%	3%	-1%	-1.9	-15%	.	-2
Cc1ccc(-c2nn(-c3ccccc3)cc2C(=O)NCCCN2CCCC2=O)cc1	0.1	0	24%	7%	6%	-0.6	-8%	-12	2
Cc1cccc(-c2noc(CNS(=O)(=O)c3ccccc3)n2)c1	-0.3	-1	16%	6%	9%	0.1	-11%	-7	0
COc1c(C)cc(Br)cc1C(=O)NCc1cccnc1	1.5	2	11%	4%[57.1 µM]	4%	0.4	2%	6	-2
Nc1nc(SCc2nc3scc(-c4cccs4)c3c(=O)[nH]2)n[nH]1	3.8	-3	10%[57.1 µM]	8%[57.1 µM]	4%	1.8	-9%	-16	3
COc1ccc2c(c1)C(C)=CC(C)(C)N2C(=O)C(C)N1C(=O)c2ccccc2C1=O (centres undefined)	0.2	1	-2%	1%	9%	-0.5	-2%	-1	8
COc1cc(-c2nnc(CSc3nc4ccccc4s3)o2)cc(OC)c1OC	-0.2	.	.	.	.	-0.4	.	-4	-1
CCOC(=O)CN(Cc1sccc1C)C(=O)Nc1ccc(OCC)cc1	0.2	6	-6%	-14%	-4%	0.2	-3%	-10	11
CCn1cc(C(=O)Nc2ccc3c(c2)OCCO3)c2cc(OC)c(OC)cc2c1=O	-0.5	-5	10%	3%	20%	0.1	0%	-19	9
COc1ccc(OCC(O)CNC(=O)c2c(-c3ccccc3)noc2C)cc1 (centres undefined)	0.5	-5	20%	-2%	-4%	-0.6	-10%	9	-3
CC(=O)N/C(=C/C(C)C)c1ccccc1	0.0	2	-3%	-7%	3%	-0.2	16%	1	-1
O=C(CC1C(=O)NCCN1Cc1ccccc1C(F)(F)F)NCCc1ccccn1 (centres undefined)	-0.7	-1	-19%	-2%	-1%	1.0	-13%	4	1
C#CCN1c2ccccc2Sc2cccnc21	-1.0	3	0%	3%	9%	-0.2	-18%	19	3
Cc1cccc(CN2C(=O)c3ccccc3S(=O)(=O)c3ccc(C(=O)NCCCN4CCCC4)cc32)c1	0.4	-6	19%	0%	-4%	1.6	-23%	-14	12
CCCCN(CCCC)c1nc(-c2ccccc2)nc2ccccc12	-0.8	-7	-14%	-8%	17%	-0.3	-11%	.	-3
CC(C)NC(=O)Nc1cccc(Cl)c1	-0.5	-2	6%	-2%	-3%	-0.8	-13%	-8	3
Cn1cccc1C(=O)NCCc1ccccc1	0.4	-4	15%	3%	3%	-0.8	-8%	-5	-1
CCOc1ccc(CCNC(=O)Cn2nc(C)n3c(cc4occc43)c2=O)cc1OCC	0.3	2	9%	1%	0%	-0.8	-12%	.	11

A second format for part of the listing above:
molecule | D2 ag | PI4K2A inh | rTrxR1 inhibitor | TrxR1 substrate | IDH1 R132H inh | TRHR agonist | USP1-UAF1 inh | D2 antagonist | TRHR PAM
COc1ccc(OCC(O)CNC(=O)c2c(-c3ccccc3)noc2C)cc1 (centres undefined) | 0.5 | -5 | 20% | -2% | -4% | -0.6 | -10% | 9 | -3
CCn1cc(C(=O)Nc2ccc3c(c2)OCCO3)c2cc(OC)c(OC)cc2c1=O | -0.5 | -5 | 10% | 3% | 20% | 0.1 | 0% | -19 | 9
CC(=O)N/C(=C/C(C)C)c1ccccc1 | 0.0 | 2 | -3% | -7% | 3% | -0.2 | 16% | 1 | -1
COc1cc(-c2nnc(CSc3nc4ccccc4s3)o2)cc(OC)c1OC | -0.2 | . | . | . | . | -0.4 | . | -4 | -1
C#CCN1c2ccccc2Sc2cccnc21 | -1.0 | 3 | 0% | 3% | 9% | -0.2 | -18% | 19 | 3
CCOc1ccc(CCNC(=O)Cn2nc(C)n3c(cc4occc43)c2=O)cc1OCC | 0.3 | 2 | 9% | 1% | 0% | -0.8 | -12% | . | 11
COc1ccc2c(c1)C(C)=CC(C)(C)N2C(=O)C(C)N1C(=O)c2ccccc2C1=O (centres undefined) | 0.2 | 1 | -2% | 1% | 9% | -0.5 | -2% | -1 | 8
